# Screens deposited in PubChem by The Scripps Research Institute Molecular Screening Center.
# ADAM10 inh = human ADAM10 inhibitors, primary screen, biochemical, QFRET, HTS; Disintegrin and metalloproteinase domain-containing protein 10 (Homo sapiens), O14672; recombinant ADAM10, EDANS/DABCYL FRET peptide cleavage, 3 h; inhibition, % at 7 µM; actives 0.62% (n = 370,000); AID 720582, 2013;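 active = inhibition above a per-campaign cutoff equal to the mean of compounds falling between control-based bounds plus 3 SD, cut at about 20% in these data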;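 note: 0% = DMSO wells while the 100% control is not disclosed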
# PLC-beta3 inh = human PLC-beta3 inhibitors, primary screen, biochemical, fluorescence | inhibition, % at 12.2 µM | 1-phosphatidylinositol 4,5-bisphosphate phosphodiesterase beta-3 (Homo sapiens), Q01970 | actives 0.18% (n = 370,000) | Purified PLC-beta3, fluorogenic substrate | AID 720704, 2013; in the data active = inhibition above about 11%;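 note: 0% = median of compound wells on plate and 100% = full blocker control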
# DAX1 inh-1 = DAX1 (NR0B1) inhibitors, primary screen, cell-based, HEK293, Gal4-DAX1, luciferase luminescence; Nuclear receptor subfamily 0 group B member 1 (Homo sapiens), P51843; HEK293 Gal4-DAX1 luciferase reporter; inhibition, % at 6.75 µM; actives 0.99% (n = 340,000); AID 504766, 2011;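 active = inhibition above the mean over all tested compounds plus 3 SD, cut at about 4.2% in these data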;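 note: 0% = DAX1-transfected cells with DMSO and 100% = empty-vector control cells with DMSO; inhibition shows as a rise in luminescence from relieved DAX1 repression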
# Target sequence (P51843 207-470 limits assumed): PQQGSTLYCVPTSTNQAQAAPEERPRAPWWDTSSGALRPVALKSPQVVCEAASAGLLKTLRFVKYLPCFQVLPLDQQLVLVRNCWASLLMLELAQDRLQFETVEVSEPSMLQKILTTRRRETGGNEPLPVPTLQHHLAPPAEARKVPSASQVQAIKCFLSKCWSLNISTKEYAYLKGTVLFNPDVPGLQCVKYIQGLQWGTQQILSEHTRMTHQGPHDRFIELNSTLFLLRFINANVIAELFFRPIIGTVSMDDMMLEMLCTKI
# ADAM17 inh = ADAM17 inhibitors, primary screen, biochemical, QFRET; Disintegrin and metalloproteinase domain-containing protein 17 (Homo sapiens), P78536; recombinant ADAM17, EDANS/DABCYL FRET peptide cleavage; inhibition, % at 6.95 µM; actives 0.83% (n = 370,000);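 active = inhibition above the mean of compounds lying between control limits plus 3 SD, set per campaign, cut at about 8.5% in these data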;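 note: 0% = DMSO-only wells as the low control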
# ssDAF12 agonist = S. stercoralis DAF-12 nuclear receptor activators, primary screen, cell-based, luminescence, HEK293, GRIP1 co-expression, lit1-tk-luc. HEK293 ssDAF-12/GRIP1 lit1-tk-luc reporter; % of 3 µM dafachronic acid response. activation, % at 6.8 µM. actives 1% (n = 370,000). Nuclear hormone receptor DAF-12 (Strongyloides stercoralis);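 active = activation above the mean over all tested compounds plus 3 SD, cut at about 0.9% in these data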;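 note: 0% = DMSO-only wells and 100% = 3 µM delta7-dafachronic acid wells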
# PLC-gamma1 inh = PLC-gamma1 enzyme inhibitors, primary screen, biochemical, fluorescence, purified enzyme; actives 0.84% (n = 370,000); 1-phosphatidylinositol 4,5-bisphosphate phosphodiesterase gamma-1 (Homo sapiens), P19174; inhibition, % at 12.2 µM; fluorogenic substrate; in the data active = inhibition above about 9.5%
# DAX1 inh-2 = DAX1 (NR0B1) inhibitors on StAR promoter, primary screen, cell-based, luminescence, SF-1 (NR5A1), full-length DAX-1. HEK293T StAR-luciferase reporter, SF-1/DAX-1 repression relief. inhibition, % at 6.8 µM. actives 1.1% (n = 370,000). AID 652010, 2013;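 active = inhibition above the mean over all tested compounds plus 3 SD, cut at about 3.6% in these data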;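 note: 0% = DAX-1 cells with DMSO and 100% = cells lacking DAX-1 with DMSO; higher inhibition means more luminescence from relief of DAX-1 repression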
# hcDAF12 agonist = H. contortus DAF-12 nuclear receptor activators, primary screen, cell-based, luminescence, HEK293, lit1-tk-luc reporter. HEK293 hcDAF-12 lit1-tk-luc reporter; 0% DMSO, 100% Δ7-dafachronic acid. activation, % at 6.8 µM. actives 1.4% (n = 370,000). AID 652067, 2013;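 active = activation above the mean of all tested compounds plus 3 SD, cut at about 5.5% in these data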;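 note: 100% = response to 3 µM Δ7-dafachronic acid high control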
# HGIII-sPLA2 inh = human group III sPLA2 inhibitors, primary screen, biochemical, QFRET, BODIPY PC-A2 liposome substrate | QFRET BODIPY PC-A2 liposome hydrolysis, fluorescence | inhibition, % at 12.2 µM | actives 0.56% (n = 370,000);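 active = inhibition above mean plus 3 SD of compounds lying within the high and low control bounds, cut at about 19% in these data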;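 note: 0% = median of test compound wells and 100% = no enzyme DMSO wells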
# Target sequence (Q9NZ20 whole entry, looked up): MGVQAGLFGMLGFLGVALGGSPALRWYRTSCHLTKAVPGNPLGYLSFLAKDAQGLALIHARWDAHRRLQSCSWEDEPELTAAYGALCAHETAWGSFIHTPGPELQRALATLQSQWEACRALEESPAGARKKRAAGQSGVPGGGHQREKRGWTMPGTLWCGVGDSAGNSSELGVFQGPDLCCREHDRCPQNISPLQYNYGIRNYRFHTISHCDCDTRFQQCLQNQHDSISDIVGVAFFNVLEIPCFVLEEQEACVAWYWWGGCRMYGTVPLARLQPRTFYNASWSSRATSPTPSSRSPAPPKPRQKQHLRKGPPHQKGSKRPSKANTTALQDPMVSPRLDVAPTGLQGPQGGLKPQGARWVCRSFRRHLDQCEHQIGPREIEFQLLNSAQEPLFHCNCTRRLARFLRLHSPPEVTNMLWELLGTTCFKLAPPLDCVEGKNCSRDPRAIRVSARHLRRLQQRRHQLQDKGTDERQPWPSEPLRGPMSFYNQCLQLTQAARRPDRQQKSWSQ
# FXN GAA850 act = FXN promoter activators, primary screen, cell-based, luciferase luminescence, HEK293 lucGAA850 | HEK293 lucGAA850 FXN promoter luciferase reporter, 24 h; percent of 10 µM SAHA response | activation, % at 6 µM | actives 0.56% (n = 360,000);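 active = activation above the average of all compounds screened plus 3 SD, cutoff fixed separately per campaign, cut at about 7.5% in these data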;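 note: 0% = DMSO wells and 100% = 10 µM SAHA wells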
# hgDAF12 agonist = H. glycines DAF-12 receptor agonists, primary screen, cell-based, luminescence, HEK293, GAL4 fusion, UAS-luciferase; HEK293 GAL4-hgDAF12 UAS-luciferase reporter, agonist luminescence; normalized to butyrate control; activation, % at 6.8 µM; actives 1.8% (n = 370,000); AID 687014, 2013;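 active = activation above a cutoff set at the mean of all screened compounds plus 3 SD, cut at about 10% in these data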;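 note: 0% = DMSO wells and 100% = sodium butyrate wells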
# * hit, by the source's call; i = inactive; . = no result given.
compound,ADAM10 inh,PLC-beta3 inh,DAX1 inh-1,ADAM17 inh,ssDAF12 agonist,PLC-gamma1 inh,DAX1 inh-2,hcDAF12 agonist,HGIII-sPLA2 inh,FXN GAA850 act,hgDAF12 agonist
C/C(=N\NC(=O)C(=O)Nc1cccc(C(F)(F)F)c1)c1ccc(Cl)s1,-3,-1,3.8,-3,-1.5,-1,0.7,-0.4,-1,0.9,-1.7
COCCNC(=O)Cc1ccc(Br)cc1,-5,0,-0.4,-3,-0.7,3,-0.1,-1.5,0,-0.3,2.1
COCCn1c(=NC(=O)c2ccc(S(=O)(=O)N3CCc4ccccc4C3)cc2)sc2cc(S(N)(=O)=O)ccc21,-489,i,-1.7,-176,-2.0,i,-1.8,-1.8,-36,5.1,-4.7
CCN(CC)c1ccc(C2Nc3cccc4cccc(c34)N2)c(O)c1,-1,-69,-0.1,-3,0.7,-45,0.8,3.1,6,3.5,-0.9
C[C@H](NC(=O)c1nc[nH]c1C(=O)NCC(=O)OC(C)(C)C)C(=O)OC(C)(C)C,-9,-1,0.1,-6,-1.5,0,0.8,0.4,0,1.8,-1.0
CCCN1C2CCCC1CC(NC(=O)Nc1cccc(C(C)=O)c1)C2 (stereo not given),-20,-6,0.7,-7,-0.9,-6,0.3,-1.9,3,-1.2,-0.1
CC(=O)Nc1cncc(-c2ccccc2C(C)=O)n1,-13,-4,.,-6,-0.8,-2,0.6,-0.8,11,0.1,1.3
COC(=O)[C@]12C[C@H](CC(=O)N3CCSCC3)C(=O)N(CCc3ccc(OC)c(OC)c3)C1=C[C@H](C(C)(C)C)O[C@@H]2C,-1,2,.,-1,-0.9,-1,-0.4,-2.5,-9,.,-1.6
CCOc1cc(C(N)=O)cc(Br)c1OC,5,-3,1.6,3,-0.8,0,-0.2,-1.6,-1,-5.6,1.8
CN(C)CCN(Cc1cc2cc3c(cc2[nH]c1=O)OCO3)C(=S)NCC1CCCO1 (stereo not given),-435,-30,-0.5,-137,-0.8,-30,-0.4,-0.3,3,0.0,9.3
Cc1cc(NNC(=O)c2ccccc2)nc(NNC(=O)c2ccccc2)n1,-5,6,0.1,-1,0.0,2,0.3,1.2,3,-0.1,-1.2
Cc1ccc(S(=O)(=O)N2CCN(c3ccc([N+](=O)[O-])c4cccnc34)CC2)cc1,2,-7,-1.4,-1,-2.1,-2,-0.3,-3.1,6,4.1,-3.9
CSCC[C@H](NC(=O)OC(C)(C)C)c1nnc(SCC(N)=O)o1,1,3,-0.8,-2,-0.7,-15,0.0,-0.6,3,-0.3,1.0
O=C(CSc1nnnn1C1CCCC1)N1CCCc2ccccc21,5,1,-0.9,0,-1.1,0,0.0,2.9,-24,0.2,3.5
CCCCOc1ccc(-c2nnn(CC(=O)NCc3ccco3)n2)cc1,2,2,-1.2,0,-1.1,-2,-1.0,2.6,-4,0.6,4.7
COc1ccccc1NC(=O)N(C)C[C@H]1OCc2cn(nn2)CCCC(=O)N([C@H](C)CO)C[C@@H]1C,-3,6,.,0,-0.7,1,0.1,-0.9,9,.,-1.4
COC(=O)c1cccc(NC(=O)c2ccc[n+]([O-])c2)c1,9,0,0.5,5,-0.7,11*,0.1,1.5,-1,2.5,2.0
Cc1csc(=O)n1CC(=O)OC(C)C(=O)Nc1cccc(Cl)c1 (stereo not given),-5,-6,-0.3,-3,-0.7,0,0.5,-1.5,0,-1.1,2.2
N#CCCN(C1CCCCC1)S(=O)(=O)CCOc1ccccc1,-3,1,-1.4,-4,-1.4,1,-0.5,-0.7,-1,-1.6,-1.6
COc1ccc(NC(=O)C2CCCN(S(=O)(=O)c3cccc4cccnc34)C2)cc1OC (stereo not given),-12,2,-1.8,2,-1.9,2,-1.2,-1.3,-4,1.8,-4.8

compound,ADAM10 inh,PLC-beta3 inh,DAX1 inh-1,ADAM17 inh,ssDAF12 agonist,PLC-gamma1 inh,DAX1 inh-2,hcDAF12 agonist,HGIII-sPLA2 inh,FXN GAA850 act,hgDAF12 agonist
CC(=O)Nc1ccc(C(=O)N/N=C/c2cc(Br)cc(Br)c2O)cc1,-8,-11,0.2,-1,-0.9,-6,-0.1,-2.7,13,-1.6,2.1
O=[N+]([O-])c1nccn1CCCCCCN1CCOCC1,-13,1,.,-5,-1.7,3,0.0,1.3,3,.,-1.5
COc1ccc(N(C(=O)COc2ccccc2)C2C=CS(=O)(=O)C2)c(OC)c1 (stereo not given),9,5,1.6,7,-1.1,14*,0.2,-0.3,3,-0.7,-0.6
CCOCCCNC(=O)CCCC1=NS(=O)(=O)c2ccccc2N1,5,4,-1.4,3,-0.9,9,-0.3,-0.8,6,2.6,0.1
CCCOc1ccc(/C=C2/C(=O)ON=C2C)cc1Cl,0,-3,-1.1,0,-1.0,-1,-0.1,-1.3,-7,0.0,-1.3
C(=C\c1ccccn1)/c1ccccn1,14,-2,0.9,-1,-0.5,8,0.8,0.4,1,4.5,3.6
C=C(C)C(=O)Oc1ccc(N=Nc2ccc(C)cc2)ccc1=O,-43,-34,.,-10,0.4,-18,0.7,2.3,2,11*,4.1
COc1cc(S(=O)(=O)NCc2ccc3c(c2)OCO3)ccc1F,5,-6,-1.3,-1,-0.6,2,-0.2,-1.5,-7,1.4,2.6
CC(=O)c1ccc(Oc2cnccn2)cc1,7,2,-1.4,-1,-1.1,-1,0.6,-2.3,4,1.5,-3.2
O=C(O)[C@H]1CCCC[C@H]1C(=O)NCCc1ccccc1,-1,-64,-0.2,-4,0.3,-3,-0.3,-0.5,3,2.2,-0.3
Cn1c(SCc2cc([N+](=O)[O-])cc3c2OCOC3)nnc1-c1ccccn1,13,6,0.9,6,-0.9,4,-0.1,-1.7,1,0.6,-1.1
CC(CC(=O)Nc1ccccc1)n1ccnc1 (stereo not given),-6,-3,0.6,-2,0.6,0,-0.5,5.7*,4,0.8,3.9
Cc1ccccc1Oc1ncnc(N)c1[N+](=O)[O-],6,-3,-0.3,-3,-0.8,3,0.5,1.0,1,2.2,1.0
CCCN(C(=O)c1cc2c(s1)CCC2)c1c(N)n(Cc2ccccc2)c(=O)[nH]c1=O,-17,-13,1.1,-10,-1.1,-8,0.0,0.5,-3,-0.8,-0.1
O=C1CN(S(=O)(=O)c2ccc(Cl)cc2)CC(=O)N1CCc1ccccc1,-2,2,0.0,-2,-0.7,2,0.4,1.5,-15,-1.4,0.0
CC1CCCCN1CCCNC(=O)c1ccc(Br)cc1 (stereo not given),11,-3,-0.8,2,-0.7,2,-0.1,-0.1,3,1.6,1.8
O=C(CN1CCN(c2ccc(F)cc2)CC1)NC(=O)NCc1ccco1,-7,-6,1.0,-3,-0.7,3,0.2,-0.1,12,0.0,-1.0
CCOc1cc(CNCCc2ccc(S(N)(=O)=O)cc2)ccc1OCc1ccc(Cl)cc1,12,9,-1.7,6,-1.9,21*,-3.3,-2.5,-30,-2.8,-5.7
COc1ccc(C2(C)NC(=O)N(CC(=O)NC(C)c3ccc(CC(C)C)cc3)C2=O)cc1 (stereo not given),-4,-3,-0.4,2,-2.0,0,-0.5,-2.5,-20,-1.3,0.5
Cc1nc(NC(=O)CCc2ccccc2)sc1C,15,-3,0.6,3,-0.7,2,0.7,0.2,6,2.0,3.9

compound,ADAM10 inh,PLC-beta3 inh,DAX1 inh-1,ADAM17 inh,ssDAF12 agonist,PLC-gamma1 inh,DAX1 inh-2,hcDAF12 agonist,HGIII-sPLA2 inh,FXN GAA850 act,hgDAF12 agonist
CCCCOc1ccc(C(=O)Nc2ccc(C)cc2[N+](=O)[O-])cc1,-6,1,-1.4,-4,-1.9,1,-0.1,-1.1,3,1.7,-0.3
COc1ccc(C(=O)N2CCn3c2nc2ccccc23)cc1,-7,-7,1.6,-6,-1.6,-1,0.4,1.1,4,7.1,4.0
O=C(Cn1ncc2c([nH]c3ccccc32)c1=O)NCC1CCN(Cc2ccccc2F)CC1,-8,5,0.1,-4,-1.1,-1,-0.2,2.7,-4,-2.2,-0.2
Cc1ccc(-c2cc(C(=O)NN=Cc3cccc(Oc4ccccc4)c3)[nH]n2)cc1C,13,4,.,7,-1.4,2,-0.5,-2.6,-12,.,1.5
CC(C)c1nc2cc3ccccc3cc2[nH]1,-7,-13,-0.9,-6,-1.0,-9,-0.1,1.0,1,1.1,2.9
CCOc1ccc(C2c3cc(OC)c(OC)cc3CC(=O)N2c2ccc(OC)cc2)cc1 (stereo not given),0,-4,-0.4,-3,-1.9,-1,-1.7,-2.4,-13,1.6,-0.6
O=C(Nc1c2c(nn1-c1ccccc1)CS(=O)C2)c1ccc(Br)o1 (stereo not given),-5,-8,0.1,-3,-0.6,0,1.2,-1.5,7,0.9,-0.4
CCCCn1c(N)c(N(CCOC)C(=O)c2ccc(S(=O)(=O)N3CCCCC3)cc2)c(=O)[nH]c1=O,-32,-13,-0.5,-9,-1.2,-12,1.4,-2.0,1,-0.5,0.9
COc1ccc(C(=O)c2c(-c3ccsc3)oc3ccc(-c4ccc(OC)cc4)cc23)cc1,8,0,.,3,-0.8,-1,0.2,-0.6,0,.,1.0
Cc1ccc(NC(=S)Nc2ccc3cn[nH]c3c2)cc1C,-25,-2,-0.9,-7,-1.4,-1,-0.2,-0.3,4,-1.2,5.6
CCOC(=O)C1(C)CCCN(C(=O)c2cccc(C(F)(F)F)c2)C1 (stereo not given),-4,2,.,0,-1.3,-2,-0.4,0.2,-1,-1.5,2.8
O=C(CN(CCc1ccccc1)S(=O)(=O)c1ccc(Br)cc1)N/N=C/c1ccc2c(c1)OCO2,-4,9,0.9,2,-1.6,5,0.4,0.4,3,1.6,0.3
O=[N+]([O-])c1ccc(NC(=S)N2CCN(c3ccccc3)CC2)cc1,2,3,-1.1,2,-0.6,4,-0.1,-2.0,6,0.1,1.6
CCc1cccc(C)c1NC(=S)N(CCOC)C(C)c1ccco1 (stereo not given),-5,-3,0.5,-3,-1.6,3,-0.2,-0.8,2,2.2,0.0
CCOC(CCNC(=O)c1cn(CC(C)C)c(=O)c2c1c1ccccc1n2C)OCC,-81,-9,-1.0,-37,-1.3,-3,-0.3,-2.2,3,1.0,0.3
